Yp Topo-I inh – Yersinia pestis topoisomerase I inhibitors, primary screen, biochemical, cleavage product accumulation, plate reader, single point | 0.064% of 360,000 active | DNA topoisomerase I (Yersinia pestis CO92) | Y. pestis Topo-I cleavage product accumulation | AID 504884, 2011 | activity, % at 10 µM; in the data active = activity above about 50%, passing the limit was not always enough; inconclusive = no clear call, values can overlap the other calls; also: inactives centre near 2
BoNT-F LC inh – BoNT/F light chain protease inhibitors, primary screen, biochemical, flow cytometry, MLPCN library | 0.22% of 360,000 active | inhibition, % at 10 µM | Botulinum neurotoxin type F light chain protease (Clostridium botulinum) | Multiplex microsphere protease cleavage assay; in the data active = inhibition above about 35%, passing the limit was not always enough; inconclusive = no clear call, values can overlap the other calls; also: plate controls were buffer without enzyme for full effect and enzyme alone for no effect
CCHF vOTU inh – CCHFV vOTU protease inhibitors, primary screen, biochemical, Pep-AMC substrate, fluorescence; Crimean-Congo hemorrhagic fever virus L polyprotein viral ovarian tumor (vOTU) protease …; inhibition, % at 11.5 µM; 0.55% of 370,000 active; in the data active = inhibition above about 30%; also: 0% = vehicle wells with enzyme and 100% = no enzyme wells
TcdB inh – TcdB glycohydrolase inhibitors, primary screen, biochemical, single point, plate reader; AID 652162, 2013; 0.24% of 350,000 active; TcdB glycohydrolase enzymatic assay; inhibition, % at 9.99 µM; Toxin B (Clostridioides difficile), P18177; in the data active = inhibition above about 10%
BoNT-A LC inh2 – BoNT/A light chain protease inhibitors, primary screen, biochemical, flow cytometry, MLPCN library; Botulinum neurotoxin type A light chain protease (Clostridium botulinum A str. ATCC 3502); multiplex microsphere protease substrate cleavage; inhibition, % at 10 µM; 0.17% of 360,000 active; AID 588499, 2011; also: plate controls were buffer without enzyme for full effect and enzyme alone for no effect
PfHsp40 rescue – rescue of yeast from PfHsp40 toxicity, primary screen, S. cerevisiae, ATP luminescence; S. cerevisiae expressing PfHsp40, growth rescue; growth rescue, % at 12.5 µM; 0.68% of 340,000 active; in the data active = growth rescue above about 28%, passing the limit was not always enough; inconclusive = no clear call, values can overlap the other calls;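 also: yeast W303a lacking pdr1 and pdr3 grown in galactose medium; growth measured after three days at 30 °C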
FadD28 binding – inhibitors of FadD28 bisubstrate probe binding, primary screen, biochemical, fluorescence polarization, single point. Mycobacterium tuberculosis FadD28 fatty-acid-AMP ligase. inhibition, % at 12.5 µM. 0.22% of 360,000 active. AID 588549, 2011; in the data active = inhibition above about 8.5%, passing the limit was not always enough; inconclusive = no clear call, values can overlap the other calls
Anthrax LF inh2 – Bacillus anthracis LF protease inhibitors, primary screen, biochemical, multiplex microsphere, MLPCN library. Lethal factor (Bacillus anthracis), P15917. multiplex microsphere protease cleavage assay. inhibition, % at 10 µM. 0.12% of 360,000 active. AID 588501, 2011; also: plate controls were buffer without enzyme for full effect and enzyme alone for no effect
Target sequence (P15917 whole entry, looked up): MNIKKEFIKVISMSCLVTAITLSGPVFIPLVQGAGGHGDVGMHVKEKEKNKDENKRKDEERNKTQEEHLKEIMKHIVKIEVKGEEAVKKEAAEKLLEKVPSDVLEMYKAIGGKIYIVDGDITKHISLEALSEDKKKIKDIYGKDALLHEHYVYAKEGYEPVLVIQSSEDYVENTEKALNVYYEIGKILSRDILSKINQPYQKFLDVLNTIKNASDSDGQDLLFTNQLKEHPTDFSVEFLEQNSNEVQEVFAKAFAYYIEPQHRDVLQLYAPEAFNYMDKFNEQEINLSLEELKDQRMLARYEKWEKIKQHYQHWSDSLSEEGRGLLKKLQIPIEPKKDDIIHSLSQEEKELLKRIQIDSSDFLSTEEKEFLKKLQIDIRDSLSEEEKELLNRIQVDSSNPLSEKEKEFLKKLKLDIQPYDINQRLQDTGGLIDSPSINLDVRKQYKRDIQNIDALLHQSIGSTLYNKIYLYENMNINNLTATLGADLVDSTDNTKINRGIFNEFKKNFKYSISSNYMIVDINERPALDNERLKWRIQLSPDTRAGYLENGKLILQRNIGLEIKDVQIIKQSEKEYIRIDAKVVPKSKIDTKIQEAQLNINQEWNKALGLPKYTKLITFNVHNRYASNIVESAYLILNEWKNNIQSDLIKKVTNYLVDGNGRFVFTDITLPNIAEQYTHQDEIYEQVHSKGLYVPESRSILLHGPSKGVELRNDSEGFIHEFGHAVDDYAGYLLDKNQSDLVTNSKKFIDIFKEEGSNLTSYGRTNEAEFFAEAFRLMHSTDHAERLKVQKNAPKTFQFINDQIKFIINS
PrPC surface inh – inhibitors of human cell surface prion protein PrPC, primary screen, cell-based, TR-FRET; Major prion protein (Homo sapiens), P04156; TR-FRET read-out; inhibition, % at 13.8 µM; 0.43% of 370,000 active; in the data active = inhibition above about 24%; also: 0% = median of the test wells and 100% = reference compound wells
Starred values were filed as active, the others as inactive; ? = inconclusive; nt = no result given; & = joins results of further samples. Rule as the data show it, unless noted: active = inhibition above about 30%; inconclusive = no clear call, values can overlap the other calls; inactive = below that.

Results follow in this order: Yp Topo-I inh | BoNT-F LC inh | CCHF vOTU inh | TcdB inh | BoNT-A LC inh2 | PfHsp40 rescue | FadD28 binding | Anthrax LF inh2 | PrPC surface inh
CCOC(=O)[C@@H]1[C@H]2COc3ccccc3[C@H]2N2C(=O)N(c3cccc(C)c3)C(=O)[C@]12C
    14 | -3 | -2 | 1.2 | -0.7 | 4.9 | -0.2 | -6 | 1
COc1ccc(CC(C)NCC(O)c2ccc(O)c(NC=O)c2)cc1 (configuration not stated)
    1&17 | 2&-16 | 6&-5 | 7.7&0.8 | -0.4&-0.7 | 6.0 | -0.3&-1.5 | -3&-9 | -9&4
CC(Sc1nnc2ccccn12)C(=O)Nc1ccc(Cl)cn1 (configuration not stated)
    -3 | 3 | -9 | nt | 0.0 | 0.6 | -1.6 | 0 | 6
O=C(COc1ccccc1[N+](=O)[O-])N/N=C/c1ccc(O)cc1
    -1 | 0 | -7 | nt | 0.6 | -1.7 | -1.1 | -2 | -3
COc1ccc(C(=O)NC2CCSC2=O)cc1 (configuration not stated)
    -4 | -6 | 2 | nt | 1.2 | -1.5 | 1.2 | 1 | -5
CN1OC[C@@H]2CN(C(=O)C(C)(C)C)[C@H](c3ccc(-c4cc5ccccc5o4)cc3)C[C@@H]21
    21 | 1 | -12 | 1.1 | 0.1 | nt | -2.6 | 0 | 7
C#Cc1ccc([C@@H]2C=C(C(=O)N3CCOCC3)O[C@H](OCCCCO)C2)cc1
    5 | 2 | 4 | 1.0&-0.1 | -0.2 | -0.3 | 0.2 | -7 | -3
CC(=O)c1ccc(NC(=S)NC2CCCC(C)C2C)cc1 (configuration not stated)
    -4 | -6 | 0 | 1.4 | -0.8 | 3.3 | 2.9 | -4 | 11
CCOC(=O)c1sc2c(c1C)C(c1cccs1)C1=C(CCCC1=O)N2 (configuration not stated)
    -4 | 0 | -243 | nt | 0.2 | 1.0 | 2.3 | 2 | 4
O=C(CNc1ccc(Br)cc1)c1ccc(O)cc1
    -1 | 3 | -4 | 1.1 | 0.8 | 1.5 | 1.9 | 4 | -2
CCN(CC(=O)NCc1ccc(F)cc1)CC(=O)Nc1cc(S(=O)(=O)N(C)C)ccc1C
    16 | 4 | 10 | 1.7 | 0.7 | -0.9 | -4.6 | -1 | 4
CCOC(=O)N1CCC2(CC1)NCCc1c2[nH]c2ccccc12
    5 | 3 | -7 | 0.5 | 0.5 | 0.4 | 1.8 | 9 | -6
CCOC(=O)C1=CCN(S(=O)(=O)c2ccccc2)C1c1ccc(Cl)cc1 (configuration not stated)
    nt | -2 | 6 | 0.7 | -0.1 | nt | -5.1 | -5 | 5
O=C(NCC(c1ccccc1Cl)N1CCCC1)c1ccc(N2CCCC2=O)cc1 (configuration not stated)
    -9 | 14 | 6 | 3.0 | -5.8 | -0.3 | -0.3 | -1 | 3
Cc1ccc(F)c(C(=O)N2CCCC(C)(C(=O)NS(=O)(=O)C3CC3)C2)c1F (configuration not stated)
    4 | -5 | nt | nt | -0.4 | nt | -0.1 | -3 | nt
CCCOC(=O)c1ccc(NC(=O)c2ccccc2[N+](=O)[O-])cc1
    3 | -10 | 0 | 0.6 | -1.7 | 0.7 | -1.0 | -8 | -3
O=C(OCC(=O)N1CCOCC1)c1ccccc1OCc1ccc(Cl)cc1
    25 | 1 | -9 | 1.1 | 0.3 | 1.3 | -7.3 | -11 | 11
CCn1c(SCC(=O)N2CC(=O)Nc3ccccc32)nnc1-c1ccoc1C
    4 | -5 | -3 | -0.8 | -0.7 | -0.5 | -0.1 | -4 | -2
CN1C(=O)/C(=N/OC(=O)c2ccccc2)c2ccccc21
    2 | 11 | 9 | nt | 0.1 | -0.1 | -1.1 | 0 | -18
CCn1nnc(NC(=O)c2cc3ccccc3o2)n1
    -1 | 2 | -12 | nt | 2.2 | 0.9 | 0.6 | 4 | -4

Two entries from above, set out differently.
| compound | Yp Topo-I inh | BoNT-F LC inh | CCHF vOTU inh | TcdB inh | BoNT-A LC inh2 | PfHsp40 rescue | FadD28 binding | Anthrax LF inh2 | PrPC surface inh |
| --- | --- | --- | --- | --- | --- | --- | --- | --- | --- |
| CCn1c(SCC(=O)N2CC(=O)Nc3ccccc32)nnc1-c1ccoc1C | 4 | -5 | -3 | -0.8 | -0.7 | -0.5 | -0.1 | -4 | -2 |
| CN1C(=O)/C(=N/OC(=O)c2ccccc2)c2ccccc21 | 2 | 11 | 9 | nt | 0.1 | -0.1 | -1.1 | 0 | -18 |

The list goes on.
Results follow in this order: Yp Topo-I inh | BoNT-F LC inh | CCHF vOTU inh | TcdB inh | BoNT-A LC inh2 | PfHsp40 rescue | FadD28 binding | Anthrax LF inh2 | PrPC surface inh
COc1ccc(S(=O)(=O)NNC(=O)c2csc(-n3nc(C)cc3C(F)(F)F)n2)cc1OC
    3 | 0 | 13 | nt | -0.3 | 1.2 | 0.5 | 0 | 1
O=C(CN1CCN(S(=O)(=O)N2CCOCC2)CC1)Nc1cc(Cl)ccc1Cl
    4 | -37 | 5 | 0.3 | -0.9 | -0.7 | -0.5 | -1 | -7
Cc1ccc(-n2ncc(C#N)c2/N=C/N2CCCCCC2)cc1
    14 | 18 | 5 | nt | 0.4 | 0.1 | -3.9 | 1 | 5
CN1CCN(C(=O)c2sc(=S)n(-c3ccccc3)c2N)CC1
    8 | -6 | 5 | nt | 1.4 | -0.1 | 1.1 | ? | -11
C=CCOc1ccc(NC(=O)C(=O)NCCCn2ccnc2)cc1
    3 | 7 | -2 | nt | 4.1 | ? | -1.9 | -1 | 10
Clc1ccccc1-c1nc2ccccc2[nH]1
    -9 | nt | -6 | 0.9 | nt | -1.4 | -5.4 | nt | 8
Cc1cc(O)c(C(=O)/C=C/c2cccc([N+](=O)[O-])c2)c(=O)o1
    -4 | ? | -5 | 1.6 | -1.2 | 8.9 | -1.6 | 14 | -2
CCOc1cc(/C=N/NC(=O)c2cc3c(ccc4ccccc43)o2)ccc1O
    -5 | -4 | 11 | 1.4 | 5.8 | 1.1 | -3.8 | -1 | -3
Cc1c(C#N)c2ccccc2n1CC(=O)NCc1cccnc1
    -5 | -21 | 5 | nt | -1.1 | -1.6 | -0.9 | -2 | -3
O=C(COC(=O)CN1C(=O)c2ccccc2C1=O)Nc1ccccc1
    -9 | -4 | 15 | -7.2 | -0.9 | -0.1 | -0.5 | -4 | 5
CCN(CC)CCNC(=O)c1ccc(NC(=O)c2cccc(S(=O)(=O)N3c4ccccc4CC3C)c2)cc1 (configuration not stated)
    -29 | -2 | -2 | 1.3 | -2.4 | -0.4 | -7.4 | 2 | -16
CCOC(=O)c1ccc(N2CCOCC2)c(NC(=O)c2nccnc2C(=O)O)c1
    -4 | 3 | -1 | -0.8 | 0.7 | -0.4 | -0.7 | -2 | -4
CC1=CC(=C(C#N)C#N)C=C(C)N1CCN1CCNCC1
    -9 | -6 | 18 | 0.6 | -1.2 | -0.5 | -1.7 | -3 | 4
O=C(c1ccco1)N(Cc1ccc(Cl)cc1)Cc1ccco1
    37 | -3 | 6 | -0.1 | -0.4 | 3.0 | -2.7 | -4 | 2
CCOC(=O)CC(=O)CSc1ncnc2c1nnn2-c1ccc(F)cc1
    4 | -6 | 2 | -1.0 | -1.7 | 0.0 | -1.4 | -9 | -5
N#CC1=C(N)Nc2nc3ccccc3n2C1c1ccc(F)cc1 (configuration not stated)
    7 | -1 | 4 | nt | 0.2 | -1.2 | -2.5 | 2 | 1
Fc1ccc(-c2nc3ccccc3c3nc4ccccc4n23)cc1
    3 | 1 | -1 | -0.4 | 0.8 | -0.5 | -4.3 | 1 | -4
COc1ccc(OCC(=O)NNC(=O)CCc2ccccc2)cc1
    12 | -4 | -5 | 0.2 | -0.4 | -1.8 | -0.3 | 2 | 5
CC1C(=O)N2CCCc3cc(S(=O)(=O)N(C)c4ccccc4)cc1c32 (configuration not stated)
    1 | 5 | -1 | 0.1 | 1.3 | 0.1 | -0.7 | -3 | 1
COc1ccccc1OCCN1CSC(=S)N(C)C1
    -2 | -3 | -1 | nt | -0.5 | 0.3 | -1.3 | -2 | -2
O=C(N/N=C/c1cccnc1)NC12CC3CC(CC(C3)C1)C2
    1 | nt | -8 | 1.3 | nt | 1.1 | -0.8 | nt | 10
COc1ccc(S(=O)(=O)N(C)CC(=O)NCCN2CCOCC2)cc1
    8 | 13 | -1 | 0.0 | 1.2 | -1.6 | 0.5 | 3 | 5
N/C(=N\OC(=O)N1CCOCC1)c1ccccc1
    -1 | -5 | -7 | nt | -1.0 | 0.0 | 1.8 | -2 | 10
CCOC(=O)c1cnn(Cc2ccc(C)cc2)c1N
    -8 | 1 | 6 | 1.2 | -1.1 | -2.2 | -1.6 | -1 | 2
CCCCc1c(C)c(C#N)c2[nH]c3ccccc3n2c1=O
    -8 | -2 | -12 | nt | 0.3 | -1.1 | -2.2 | -1 | 1
N#Cc1c(C(F)(F)F)cc(-c2ccccc2)nc1SCC(=O)Nc1sc2c(c1C#N)CCC2
    0 | 1 | 3 | nt | 0.4 | 0.1 | -0.1 | -1 | -3
Cc1ccc(Nc2nc(N)nc(CN3CCN(c4ccccc4F)CC3)n2)cc1
    -3 | -4 | -4 | nt | -0.8 | 0.8 | -4.1 | -5 | 2
CN(C)CCN1C(=O)c2cccc3cc([N+](=O)[O-])cc(c23)C1=O
    -26 | -5 | 16 | 0.1 | -0.1 | -1.1 | -0.5 | -6 | -17
NNc1nc(-c2ccccc2Cl)c2cc(Br)ccc2n1
    -10 | -24 | 2 | 1.1 | 1.6 | 2.6 | -2.8 | -9 | -4
O=C(Cc1ccc(Cl)cc1)OCC(=O)c1ccc[nH]1
    4 | 2 | 5 | -2.6 | -0.2 | -0.3 | -5.7 | 3 | 3
CCOC(=O)[C@@H]1[C@H]2COc3ccc(Br)cc3[C@H]2N2C(=O)N(c3ccc(C(F)(F)F)cc3)C(=O)[C@]12C
    9 | -3 | 6 | 1.1 | -0.5 | -0.1 | -4.5 | -5 | -2
CC(C)c1cc(NCCCN2CCOCC2)n2c(nc3ccccc32)c1C#N
    14 | -2 | -28 | 1.0 | 0.0 | -1.2 | -0.5 | 6 | 2
CCCCn1cnc2c(cnn2-c2ccc(F)cc2)c1=O
    2 | -1 | 1 | nt | -0.5 | -0.7 | -0.2 | -3 | 4
COc1cc(-c2nc(-c3cccnc3)no2)cc(OC)c1OC
    -2 | 1 | 4 | nt | 0.3 | -0.7 | -4.6 | 1 | 9
NC(=O)c1cccnc1Nc1ccccc1Cl
    -5 | -2 | 15 | 0.2 | 0.2 | 0.4 | -1.1 | -1 | -7
CN(C)S(=O)(=O)c1ccc(NC(=O)COC(=O)Cn2[nH]c(=O)c3ccccc3c2=O)cc1
    6 | -3 | -4 | 1.0 | -0.3 | -1.5 | -0.9 | 8 | 6
Cc1cc(C(=O)N/N=C/c2cc([N+](=O)[O-])ccc2O)c2ccccc2n1
    -10 | -7 | 0 | nt | 0.2 | -0.9 | -3.4 | 0 | -13
CCCCCCCCN=C1NC(=O)CS1
    6 | -4 | nt | 1.5 | -0.6 | 0.5 | -0.4 | -6 | nt
CCN(CC)Cc1oc(CO)cc(=O)c1O
    -8 | -3 | -5 | -5.4 | 0.8 | 0.8 | 0.9 | 1 | -4
O=S(=O)(Nc1cccc(-c2cn3cccnc3n2)c1)c1ccc(F)cc1
    4 | 20 | -93 | 0.2 | 1.4 | -2.6 | -4.3 | -3 | 6
CN1C(C(=O)Nc2ncccn2)=C(O)c2ccccc2S1(=O)=O
    -9 | 10 | 17 | 0.0 | 2.5 | 0.3 | 2.0 | 6 | 8
Cc1ccc(OCC(=O)Oc2c(C)cccc2C)cc1C
    -3 | -7 | 10 | 1.3 | -3.1 | 0.8 | -0.7 | 2 | 2
